Bioassay records deposited in PubChem BioAssay by National Center for Advancing Translational Sciences (NCATS).
S3 lipid droplet: qHTS Assay for Lipid Storage Modulators in Drosophila S3 Cells. Potency in µM for hits, for the others lipid storage change, negative = inhibition, % at the top dose, mostly 46.1 µM. 320,000 compounds, 0.64% hits. Drosophila S3 cells, BODIPY lipid droplet fluorescence, 18-24 h; cells fed with added oleic acid. AID 2685; active = well fitted inhibition curve with a large enough effect in the signal ratio, with a control signal flat, not every such curve was filed as active; inconclusive = small, poorly fitted or top-dose-only effect, or effect the other way, or a change in a side signal; the % refers to the signal ratio
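Drosophila S3 cells got compounds at several concentrations plus oleic acid (400 uM solution). Laser-scanning cytometry with 488 nm excitation read lipid droplets at 500-530 nm and cells at 575-640 nm. Percent activity was relative to 20 uM Triacsin C.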
S3 lipid droplet cell count max: second read-out of S3 lipid droplet, no call of its own (marks repeat the call); cell number change, %; measured here: cell count max response;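 cells counted by Cell Tracker Red CMTPX staining in the red channel; peak over a dose series mostly up to 46.1 µM; percent activity relative to internal control wells on each plate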
* hit, by the source's call; i = inactive; ? = inconclusive; / = not tested or not shown; [ ] = another dose, or the depositor's remark. % is scaled to controls: 0 for no effect and ±100 for the full control effect; potency is read from the fitted curve at half-maximal effect. Some of the compounds tested; the hit share may differ from the screen's.

S3 lipid droplet	S3 lipid droplet cell count max	Structure
?	/	O=C(/C=C/c1ccccc1O)c1ccc(Cl)cc1
?	/	COc1ccc(C2=NN(C(=O)c3cccs3)C(c3ccccc3OC)C2)cc1OC (stereo not drawn)
i	14	CC(C)(Cc1cc(CC(C)(C)C(=O)O)cc(C(C)(C)C)c1)C(=O)O
?	/	O=C1CN(C(=O)COC(=O)c2oc3ccccc3c2COc2ccccc2)c2ccccc2N1
?	/	COC(=O)c1cn(CC(=O)Nc2ccc(OC)cc2)c2ccccc12
?	/	COc1ccc(COC(=O)c2n[nH]c3ccccc23)cc1F
?	/	CCOC(=O)C1CCN(C(=O)CN(C)S(=O)(=O)c2ccc3c(c2)c(=O)n(C)c(=O)n3C)CC1
-1%	18	CCCNC(=O)C(=O)NCc1ccccn1
1%	0	COc1ccc(/C=N/Nc2nnc(Cc3ccccc3)c(=O)[nH]2)cc1OC
19%	5	COc1ccc(C(CC(=O)N2CCN(c3ccccc3)CC2)c2c(O)cc(OC)cc2OC)cc1 (stereo not drawn)
?	/	O=C(Nc1ccc(F)cc1F)c1ccc2ncsc2c1
-6%	-30	CCOC(=O)Cn1c(=O)c2c(nc(Br)n2Cc2ccccc2)n(C)c1=O
i	/	CC1(C)CC(=O)c2cc(C(=O)NCc3ccco3)c(=O)n(-c3ccc(Cl)cc3)c2C1
?	/	Cc1cc(=O)[nH]c(SCn2nnc3ccccc3c2=O)n1
?	/	COC(=O)C1C(c2ccccc2)C(C(=O)OCc2ccco2)C1c1ccccc1 (stereo not drawn)
-11%	0	Cc1ccc2c(c1)N(CC(=O)N(Cc1ccccn1)Cc1ccco1)C(=O)C(C(C)C)O2 (stereo not drawn)
i	-4	O=C(CSc1nc2ccccc2s1)NC1CCS(=O)(=O)C1 (stereo not drawn)
?	/	CCc1ccccc1N(C(C)=O)c1nc(CN=C=S)cs1
?	/	O=P(CCO)(c1ccccc1)c1ccccc1
?	/	CN1CCN(Cc2nc3cc(NC(=O)COc4ccc([N+](=O)[O-])cc4)ccc3n2C)CC1
?	/	O=C1CCCN1CCCNC(=S)Nc1ccc(Cl)cc1Cl
i	/	CCS(=O)(=O)N1CCC(C(=O)N2CCOCC2)CC1
?	/	COc1cc(NC(=O)c2noc(C)c2[N+](=O)[O-])c(OC)cc1Cl
?	/	CCOC(=O)c1cc2n(c1C)-c1ccccc1C2=O
?	/	CC(C)CC1NC(=O)N(CCCCN2C(=O)c3ccccc3C2=O)C1=O (stereo not drawn)
?	/	CCOc1ncccc1C(=O)OCC(=O)N1c2ccccc2CC1C (stereo not drawn)
26%	-8	CCCn1c2c(c(O)c(C(=O)Nc3ncccc3C)c1=O)CCCC2
i	11	Cc1ccc(N(C(=O)CNC(=O)c2ccco2)C(C(=O)NC2CCCC2)c2cccnc2)cc1 (stereo not drawn)
24%	1	O=C(CN1CCC(O)(c2cccc(F)c2)CC1)NCCc1c[nH]c2ccccc12
1%	14	O=c1cccc(-c2ccccc2)[nH]1
?	/	CCCC1(C(=O)OCC)NC(c2ccc(N(C)C)cc2)C2C(=O)N(c3ccc(OCC)cc3)C(=O)C21 (stereo not drawn)
?	/	CS(=O)(=O)N(Cc1ccccc1)c1ccc(C(=O)NCC2CCCO2)cc1 (stereo not drawn)
?	/	CN(C)c1cccc(C(=O)N(C)C2CCCN(Cc3ccccc3F)C2)c1 (stereo not drawn)
-4%	-2	N#CN(Cc1ccccc1)Cc1ccccc1
4%	2	O=c1[nH]c2ccccc2n1Cc1ccc(F)cc1
?	/	Cn1ncc2cc(NC(N)=S)ccc21
?	/	O=C(Nc1ccc(N2CCCC2)cc1)c1cccc(F)c1
4%	18	CCN(CC)S(=O)(=O)c1ccc(C)c(NC(=O)COC(=O)CCC(=O)c2cccs2)c1
?	/	O=C(NCCCN1CCN(c2ccccc2)CC1)C1CCCN(c2ncnc3c2nc2n3CCCCC2)C1 (stereo not drawn)
-10%	0	CC(C)CC(=O)Nc1ccccc1-c1nnn(CC(=O)N2CCc3ccccc3C2)n1
?	/	Cc1ccc(C)c(NC(=O)C(OC(=O)c2ccc(CO)cc2)c2ccccc2)c1 (stereo not drawn)
-17%	12	O=C(NCCCn1ccnc1)c1cc2c(s1)CCCC2
i	-6	O=C(CN1CCN(c2ccccn2)CC1)Nc1ccc(Cl)c(C(F)(F)F)c1
?	/	COC(=O)c1[nH]c2ccccc2c1NC(=O)CN1CCN(Cc2ccc3c(c2)OCO3)CC1
i	-20	Cc1ccc(C)c(C(=O)N2CCC(n3nccc3NC(=O)C3CC3)CC2)c1
?	/	CCCCN(C)C(=O)Cn1nc(Cc2ccncc2)c2ccccc2c1=O
-13%	-12	Cc1ccc(C(c2nnnn2C2CCCCC2)N2CCN3CCCC3C2)cc1 (stereo not drawn)
2%	18	O=[N+]([O-])c1ccc(N2CCOCC2)cc1O
5%	3	Cc1ccc(Oc2nnc(-c3ccc(C)cc3)c3ccccc23)cc1
?	/	Cc1ccsc1C=C1C(=O)c2ccccc2C1=O
?	/	Cc1cc(C(=O)OC(C)C(=O)Nc2cccc(Cl)c2)on1 (stereo not drawn)
1%	-10	N#Cc1cccc(Nc2c3c(nc4ccccc24)CCCC3)c1
i[0.369 µM]	-1	CCCCn1c(N)c(N(CCOC)C(=O)c2cc(S(=O)(=O)N3CCCCC3)ccc2Cl)c(=O)[nH]c1=O
8%	3	CC(C)(C)NCC(O)COc1ccccc1C1CCCC1 (stereo not drawn)
?	/	Cc1ccc(NC(=O)CSCC(=O)N(C)CC(=O)Nc2cccc(F)c2)cc1
?	/	Cc1nc2scc(-c3ccccc3)c2c(=O)n1/N=C/c1ccco1
?	/	O=C(NCc1cccnc1)C1c2ccccc2C(=O)N1C1CCCC1 (stereo not drawn)
2.6µM*	/	Cc1ncsc1C(=O)NCc1ccc(N2CCCC2=O)cc1
?	/	COc1ccc(OC)c(C(O)c2coc3ccc(O)c(CN(C)C)c23)c1 (stereo not drawn)
i	/	CCOc1ccc(NC(=O)CSc2nnc(Cc3cccn3C)n2-c2ccc(OC)cc2)cc1

(listing goes on)
S3 lipid droplet	S3 lipid droplet cell count max	Structure
10%	-28	CCOC(=O)C1CSC(CC(=O)Nc2ccc(Cl)c(Cl)c2)C(=O)N1 (stereo not drawn)
?	/	CCc1ccc(Nc2n[n+](-c3ccccc3)c(-c3cccc(C)c3)s2)cc1
?	/	CC(C)CNC(=S)N1CCN(Cc2ccc3c(c2)OCO3)CC1
?	/	Clc1ccccc1-c1nnc2sc(-c3cccs3)nn12
-6%	-13	NC(=O)CN(c1ccc(Cl)cc1)S(=O)(=O)c1ccccc1
?	/	CC(=O)CC1(OC(C)=O)C(=O)N(C)c2ccccc21 (stereo not drawn)
-6%	10	CCSc1ncccc1C(=O)N[C@@H](CCSC)C(=O)OC
?	/	Cc1nn(-c2ccccc2)c(Cl)c1C(=O)NCC(=O)O
-1%	10	N#Cc1c(N)n(-c2ccc(C(=O)O)cc2)c2nc3ccccc3nc12
10%	4	Cc1nc(CSc2ccc(Cl)cc2)cs1
-3%	17	O=C1CN(C(=O)CSc2ccc(-c3ccc(F)cc3)nn2)c2ccccc2N1
23%	6	O=C(CCNC(=O)c1ccco1)NC(Cc1c[nH]c2ccccc12)C(=O)O (stereo not drawn)
?	/	COC(=O)Cn1cnc2c(nnn2-c2cccc(OC)c2)c1=O
-13%	-12	COc1ccc(CC(=O)NCC2CCCN(Cc3ccc(F)c(OC)c3)C2)cc1 (stereo not drawn)
?	/	Clc1cccc(Cl)c1C[n+]1ccc2ccccc2c1
-6%	12	N#Cc1ccc(OCC(=O)NC(=O)NC2CCS(=O)(=O)C2)cc1 (stereo not drawn)
-5%	/	Cc1ccc(NC(=O)C2CCC2)cc1S(=O)(=O)N1CCCCCC1
22%	26	CCN1C(=O)/C(=C/N(C)C)c2ccccc21
2%	14	O=C(COC(=O)c1c(F)cccc1F)Nc1ccc2[nH]c(=O)[nH]c2c1
-7%	15	Cc1cccc(OCC(=O)NC2CC(C)(C)NC(C)(C)C2)c1

Pulled by structure from the entries so far:
S3 lipid droplet	S3 lipid droplet cell count max	Structure
22%	26	CCN1C(=O)/C(=C/N(C)C)c2ccccc21
10%	-28	CCOC(=O)C1CSC(CC(=O)Nc2ccc(Cl)c(Cl)c2)C(=O)N1 (stereo not drawn)
23%	6	O=C(CCNC(=O)c1ccco1)NC(Cc1c[nH]c2ccccc12)C(=O)O (stereo not drawn)
?	/	CC(C)CNC(=S)N1CCN(Cc2ccc3c(c2)OCO3)CC1
-6%	-13	NC(=O)CN(c1ccc(Cl)cc1)S(=O)(=O)c1ccccc1
?	/	CCc1ccc(Nc2n[n+](-c3ccccc3)c(-c3cccc(C)c3)s2)cc1
10%	4	Cc1nc(CSc2ccc(Cl)cc2)cs1

More compounds.
S3 lipid droplet	S3 lipid droplet cell count max	Structure
?	/	COc1ccc(C2C(C#N)=C(N)Nc3nc4ccccc4n32)cc1 (stereo not drawn)
?	/	Cc1ccc(NC(=S)NCc2ccc(S(N)(=O)=O)cc2)cc1Cl
?	/	O=C(N/N=C/c1ccccc1OC(F)F)c1cc(-c2ccncc2)nc2ccccc12
-2%	-3	COc1ccc(OC)c(Cc2nnc(CCC(=O)NCc3ccc(C)s3)o2)c1
?	/	Cc1ccc(C(=O)CCC(=O)NCc2ccc(Cl)cc2)cc1
?	/	Cc1cc(C(=O)COC(=O)C2CCN(C(=O)c3ccc(Cl)cc3)CC2)c(C)n1CC1CCCO1 (stereo not drawn)
9%	-2	O=Cc1cn(CCC(=O)O)nc1-c1cc2ccccc2o1
i	-11	O=C(c1ccc(C(=O)N2CCOCC2)s1)N1CCOCC1
?	/	NC(=O)c1ccsc1NC(=O)COC(=O)c1ccc(Cl)nc1
-17%	3	CC(Oc1ccccc1)C(=O)Nc1nnc(S(=O)(=O)N2CCCCCC2)s1 (stereo not drawn)
?	/	O=C(O)/C(=C\c1ccccc1OC(F)F)c1ccc(-c2ccccc2)cc1
1%	6	CC(C)CCN1CCN(Cc2ccc(Oc3ncccn3)cc2)CC1CCO (stereo not drawn)
?	/	O=C(Cn1ncc2c([nH]c3ccccc32)c1=O)Nc1ccc(F)cc1F
i	-7	COc1ccccc1NC(=O)Nc1ccnn1C1CCN(C(=O)c2cccnc2)CC1
?	/	CN1CCc2[nH]c3ccc(C(=O)NN)cc3c2C1
3%	4	COc1ccc(CNc2nc(NCc3ccc(OC)cc3)n(C(=O)c3ccncc3)n2)cc1
?	/	Cc1ccc(CN2CCC(C(=O)Nc3cccc(-c4cccc(F)c4)c3)CC2)o1
24%	1	COc1ccc(CCNS(=O)(=O)c2ccc([N+](=O)[O-])cc2)cc1OC
i	24	N#Cc1nc(-c2ccco2)oc1NCc1cccnc1
?	/	COc1cccc(CNC(=O)CCC2CCCN(C(=O)c3ccc(OC)c(F)c3)C2)c1 (stereo not drawn)
6%	2	Cc1nc(S(=O)(=O)NC2CCCCC2)c(C#N)c(C)c1Cl
6%	7	O=C(NCCc1ccc(Cl)cc1)c1cc(-c2ccncc2)nc2ccccc12
?	/	CCOC(=O)COc1ccccc1/C=N/O
19%	12	CC(C)(C)c1nn2cnnc2n(/N=C/c2ccccc2)c1=O
5%	0	CN(Cc1cccnc1)Cc1c(C(=O)N2CCc3ccccc3C2)nc2ccc(Cl)cn12
1%	15	O=C(COc1ccc(-c2nnco2)cc1)NCc1ccccc1Cl
?	/	Cc1ccc(CNC(=O)CN2C(=O)CSc3ccc(S(=O)(=O)N4CCC(C)CC4)cc32)cc1
?	/	Cn1ccnc1SCC(=O)NC12CC3CC(CC(C3)C1)C2
-4%	-7	CCOC(=O)c1csc(NC(=O)c2cc3ccccc3o2)n1
1%	-7	Cc1nnc(SCC2=C(C(=O)O)N3C(=O)C(NC(=O)c4cc(F)c(F)cc4Cl)C3SC2)s1 (stereo not drawn)
?	/	Cc1cc(C(=O)COC(=O)c2ccc(O)cc2)c(C)n1-c1ccccc1F
?	/	CCCCn1c(=N)c(S(=O)(=O)c2ccc(Br)cc2)cc2c(=O)n3cccc(C)c3nc21
9%	4	COc1ccc(Cl)cc1C(=O)Nc1cc(=O)n(C)c(=O)n1C
?	/	Cc1cccc(-c2cc(C(=O)Nc3cccnc3)c3ccccc3n2)c1
7%	-7	O=C(Oc1cc(=O)oc2c1c(=O)n1c3c(cccc23)CC1)c1ccccc1
?	/	O=C(O)c1cccc(-n2cc(-c3cccc(C(F)(F)F)c3)cn2)c1
?	/	COc1ccc(-c2nnn(CC(=O)N(CC(=O)NC3CCCC3)Cc3cccs3)n2)cc1OC
?	/	CCCCNC(=O)C1CCN(C/C(C)=C/c2ccccc2)CC1
?	/	CCCCn1c(N)c(N(Cc2ccccc2OC)C(=O)CN2C(=O)NC3(CCCC3)C2=O)c(=O)[nH]c1=O
?	/	Cc1c(C)c2c(OCC(=O)N3CCC(C(N)=O)CC3)cc3c(c2oc1=O)CCC(C)(C)O3

3 structures already listed, ordered by molecular weight, rising.
S3 lipid droplet	S3 lipid droplet cell count max	Structure
1%	-10	N#Cc1cccc(Nc2c3c(nc4ccccc24)CCCC3)c1
?	/	CC(C)CNC(=S)N1CCN(Cc2ccc3c(c2)OCO3)CC1
19%	5	COc1ccc(C(CC(=O)N2CCN(c3ccccc3)CC2)c2c(O)cc(OC)cc2OC)cc1 (stereo not drawn)
